MT stabilize HCS – microtubule stabilizers in HeLa cells, primary screen, imaging, high-content imaging; HeLa tubulin immunostaining HCS, 24 h; share of cells brighter than vehicle mean+2SD; % tubulin-high responders, % at 10 µM; hit rate 0.83% among 200,000;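 active = plate Z-score above 3 for both tubulin-high and condensed-nucleus cell shares, with cell loss under 80%, at 10 µM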;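 also: anti alpha tubulin signal scored within the nucleus-defined area of each cell; some results filed as inactive read as strong as hits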
K1F lysis inhibition – inhibition of K1F phage lysis, E. coli UTI89, bacterial capsule biogenesis inhibitors, alamar blue (AID 488966) | E. coli UTI89 K1F phage lysis, alamar blue, 2 h; higher % means a stronger effect | inhibition, % at 100 µM; hits with a dose series show IC50 in µM | hit rate 0.02% among 340,000;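 active = phage lysis inhibition, versus mean bacterial control, above a set limit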;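 also: capsule biogenesis inhibitors block K1F phage lysis so surviving cells raise fluorescence; higher fluorescence means more inhibition of phage lysis; actives were called in the ten point dose series up to 300 µM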
Ins promoter up – insulin promoter activators in MIN6 cells, imaging, high-content screening, mouse beta cells; MIN6 insulin promoter-GFP reporter; stronger effect = higher value; z-score at 5 µM; hit rate 0.3% among 190,000; AID 1625, 2009;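 active = z-score above 3 at 5 µM with at least 500 cells counted in the well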
Dynein cargo inh – inhibitors of GR-EGFP nuclear translocation, primary screen, dynein cargo transport inhibitor project, imaging, high-content, 3617.4 mouse cells. hit rate 0.47% among 220,000. z-score, hits read low. test concentration mostly 20 µM; stimulated with dexamethasone, 1 µM; stronger effect = lower value;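 active = plate z-score of nuclear minus cytoplasmic receptor signal below a set negative limit, without overly bright fluorescence or cell loss, cut at about -3.5 in these data, passing the limit was not always enough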;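 also: z-score of nuclear minus cytoplasmic ring GR-EGFP intensity difference per well; some compounds called inactive have numbers as strong as hits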
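Buffer or medium: tet-free, stripped-serum medium; Also added: dexamethasone, 1.0 µM final; Technique: high-content fluorescence imaging after fixation; Times: 48 h induction, 1 h compound, 30 min dex at 37 °C; Read-out: per-cell GR-EGFP intensity, nucleus versus surrounding cytoplasmic ring, well-averaged.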
P. falciparum M1AAP – P. falciparum M1AAP inhibitors, biochemical, fluorogenic H-Leu-NHMec substrate, 1536-well (AID 1445); Aminopeptidase N (Plasmodium falciparum (isolate 3D7)); recombinant M1AAP, H-Leu-NHMec fluorogenic kinetic assay; higher % means a stronger effect; inhibition, % at 30 µM, or IC50 in µM where a hit was titrated; hit rate 0.42% among 220,000;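 active = primary inhibition above the hit cutoff, then over 50% inhibition at one or more dose response concentrations, cut at about 23% in these data, passing the limit was not always enough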;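 also: plate controls were DMSO full reaction for no effect and no enzyme background for full effect; strong numbers were not always called active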
ER stress rescue – rescue of cells from ER stress-induced death, primary screen, 384-well, CSM14.1, thapsigargin, ATP luminescence (AID 1222); CSM14.1 thapsigargin-induced death rescue, ATP luminescence; higher % means a stronger effect; one-dose cellular ATP content (survival), % at 20 µM; EC50 in µM for titrated hits; 190,000 tested, under 10 active;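 active = EC50 below 50 µM in the dose-response confirmation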;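 also: death triggered by thapsigargin at about 15 µM added after 2 h compound pretreatment; cell ATP read after overnight thapsigargin exposure of roughly 18 to 22 hours; normalized against plate controls of thapsigargin alone and 5% DMSO vehicle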
M17LAP inhibition – P. falciparum M17LAP inhibitors, primary screen, biochemical, fluorogenic H-Leu-NHMec substrate, 1536-well (AID 1619); Leucine aminopeptidase (Plasmodium falciparum (isolate 3D7)); recombinant M17LAP, H-Leu-NHMec fluorogenic kinetic assay; higher % means a stronger effect; inhibition, % at 30 µM, or IC50 in µM where a hit was titrated; hit rate 0.38% among 220,000;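 active = compound inhibiting the enzyme by more than half at any dose during confirmatory dose-response retesting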;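 also: plate controls were full reaction with DMSO carrier for no effect and no enzyme background for full effect; strong numbers were not always called active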
b-catenin transl – modulators of beta-catenin nuclear translocation, primary screen, imaging, HeLa cells, immunofluorescence, high-content. hit rate 0.3% among 190,000. AID 1665, 2009. nuclear translocation activity, % at 5 µM;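 active = nuclear translocation activity above 50% at 5 µM, with a well cell count of 50 or more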;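 also: per-cell ratio of nuclear to cytoplasmic median beta-catenin stain intensity; plate controls were DMSO negative control for no effect and GSK-3 inhibitor IX positive control for full effect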
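Assay system: human HeLa cells, native beta-catenin; doses: 5 µM primary, 0.02–20 µM confirmation; incubation: compound treatment 24 h, 37°C, 5% CO2; technique: fluorescence imaging of beta-catenin antibody stain plus DAPI; measure: % activation, nuclear-to-cytoplasmic median beta-catenin signal ratio per cell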
Autophagy HCS – autophagy modulators in MEF cells, primary screen, imaging, high-content, MEF GFP-LC3; MEF GFP-LC3 puncta imaging; test concentration mostly 10 µM; calls only at 10 µM (by protocol); hit rate 0.98% among 190,000; AID 463193, 2010;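 active = percentage of spot-positive cells more than 3 SD above its plate mean, without a fluorescence outlier flag or 80% toxicity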;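 also: spot-positive cell cutoff set from DMSO-treated cells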
Dynein cargo inh cytoplasmic EGFP – further read-out of Dynein cargo inh, marked with its call; z-score; measured here: cytoplasmic GR-EGFP intensity; stronger effect = higher value
Dynein cargo inh nuclear GR-EGFP – second read-out of Dynein cargo inh, no call of its own (marks repeat the call); z-score; measured here: nuclear GR-EGFP intensity;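 lower value marks the stronger effect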
Dynein cargo inh cell count – further read-out of Dynein cargo inh, marked with its call; z-score; measured here: cell count per field
Ins promoter up cell count – also measured in Ins promoter up; calls as there; cell count; measured here: cytotoxicity, nuclei count;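 total cells summed across four imaged fields per well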
b-catenin transl cell count 5 µM – second read-out of b-catenin transl, no call of its own (marks repeat the call); cell count; measured here: cell count, cytotoxicity flag
MT stabilize HCS Hoechst-high % – second read-out of MT stabilize HCS, no call of its own (marks repeat the call); % Hoechst-high responders; measured here: nuclear condensation Hoechst responders;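 share of cells brighter than vehicle mean plus two SD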
MT stabilize HCS cytotoxicity % – recorded beside MT stabilize HCS, whose call it bears; toxicity, %; measured here: cytotoxicity by cell density;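 0% = mean cell density of plate MIN control wells and 100% = no cells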
Autophagy HCS cell loss 18 h – further read-out of Autophagy HCS, marked with its call; toxicity, %; measured here: cell loss, nuclei count;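 cell loss after 18 h compound exposure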
Numbers without * were called inactive. Random draw from the library; 2.9% or so of the library scored in one or more.

For CCCN(CCC)C(=O)C1CCN(c2cc(C)nc3c(-c4ccc(OC)c(OC)c4)c(C)nn23)CC1 the results were MT stabilize HCS 2.3, K1F lysis inhibition -0.2%, Ins promoter up -0.44, Dynein cargo inh 0.21, P. falciparum M1AAP 13%, M17LAP inhibition 11%, b-catenin transl -0.8, Dynein cargo inh cytoplasmic EGFP -0.2, Dynein cargo inh nuclear GR-EGFP 0.26, Dynein cargo inh cell count -0.66, Ins promoter up cell count 1566, b-catenin transl cell count 5 µM 1147, MT stabilize HCS Hoechst-high % 2.7 and MT stabilize HCS cytotoxicity % 11.
`COc1ccccc1C1C=C(c2ccccc2)Nc2nnnn21` (stereo unspecified) gave MT stabilize HCS 3.3, K1F lysis inhibition 0.3%, Dynein cargo inh -0.11, P. falciparum M1AAP -1%, ER stress rescue 6.4%, M17LAP inhibition -74%, b-catenin transl -1.9, Autophagy HCS inactive, Dynein cargo inh cytoplasmic EGFP -0.29, Dynein cargo inh nuclear GR-EGFP -0.12, Dynein cargo inh cell count 0.69, b-catenin transl cell count 5 µM 1109, MT stabilize HCS Hoechst-high % 2.1, MT stabilize HCS cytotoxicity % 4.8 and Autophagy HCS cell loss 18 h 6.
For Cc1cc([N+](=O)[O-])ccc1N=Nc1c(N)[nH]n(-c2ccccc2)c1=O the results were MT stabilize HCS 3.2, K1F lysis inhibition 0.3%, Ins promoter up 0.3, Dynein cargo inh -0.67, P. falciparum M1AAP 7%, ER stress rescue 0.6%, M17LAP inhibition 6%, b-catenin transl -4.4, Autophagy HCS inactive, Dynein cargo inh cytoplasmic EGFP -0.24, Dynein cargo inh nuclear GR-EGFP -0.97, Dynein cargo inh cell count 1, Ins promoter up cell count 1537, b-catenin transl cell count 5 µM 1146, MT stabilize HCS Hoechst-high % 2.1, MT stabilize HCS cytotoxicity % 6.2 and Autophagy HCS cell loss 18 h -7.
For COc1ccc(C(=O)CC(c2ccccc2)C2CCCCC2=O)cc1 (stereo unspecified) the results were MT stabilize HCS 0.6, K1F lysis inhibition -0.1%, Ins promoter up 0.07, Dynein cargo inh 0.33, P. falciparum M1AAP 3%, ER stress rescue -1.0%, M17LAP inhibition 4%, b-catenin transl -1.4, Autophagy HCS inactive, Dynein cargo inh cytoplasmic EGFP -0.34, Dynein cargo inh nuclear GR-EGFP 0.12, Dynein cargo inh cell count -0.74, Ins promoter up cell count 868, b-catenin transl cell count 5 µM 1156, MT stabilize HCS Hoechst-high % 1.3, MT stabilize HCS cytotoxicity % 22 and Autophagy HCS cell loss 18 h -4.
CC(C)CCNC(=O)C(c1ccncc1)N(C(=O)Cn1nnc(-c2ccc(F)cc2)n1)c1ccccc1F (stereo unspecified) was read as MT stabilize HCS 4.0, K1F lysis inhibition 0.3%, Ins promoter up -1.1, Dynein cargo inh 0.95, P. falciparum M1AAP -1%, ER stress rescue 1.4%, M17LAP inhibition -4%, b-catenin transl -3.0, Autophagy HCS inactive, Dynein cargo inh cytoplasmic EGFP 0.13, Dynein cargo inh nuclear GR-EGFP 0.77, Dynein cargo inh cell count -0.079, Ins promoter up cell count 1526, b-catenin transl cell count 5 µM 1087, MT stabilize HCS Hoechst-high % 2.0, MT stabilize HCS cytotoxicity % 11 and Autophagy HCS cell loss 18 h 18.
`Cc1nnc(SC(C(=O)Nc2cc(Cl)cc(Cl)c2)c2ccccc2)[nH]c1=O` (stereo unspecified) gave MT stabilize HCS 5.3, K1F lysis inhibition -1.6%, Ins promoter up 0.91, Dynein cargo inh -0.15, P. falciparum M1AAP 6%, ER stress rescue -0.5%, M17LAP inhibition 6%, b-catenin transl -1.4, Autophagy HCS inactive, Dynein cargo inh cytoplasmic EGFP -0.21, Dynein cargo inh nuclear GR-EGFP 0.21, Dynein cargo inh cell count -0.48, Ins promoter up cell count 1188, b-catenin transl cell count 5 µM 1093, MT stabilize HCS Hoechst-high % 2.0, MT stabilize HCS cytotoxicity % 7.8 and Autophagy HCS cell loss 18 h 8.
`COc1ccc(OC)c2c1CCC2=O` gave MT stabilize HCS 2.8, K1F lysis inhibition -0.6%, Ins promoter up 0.24, Dynein cargo inh -0.46, P. falciparum M1AAP 14%, ER stress rescue -0.8%, M17LAP inhibition -59%, b-catenin transl 4.1, Autophagy HCS inactive, Dynein cargo inh cytoplasmic EGFP -0.27, Dynein cargo inh nuclear GR-EGFP -0.92, Dynein cargo inh cell count 0.26, Ins promoter up cell count 1239, b-catenin transl cell count 5 µM 1150, MT stabilize HCS Hoechst-high % 1.5, MT stabilize HCS cytotoxicity % 3.6 and Autophagy HCS cell loss 18 h -3.
For CC(=O)c1ccc(NC(=O)CN2CCN(c3ncccn3)CC2)cc1 the results were MT stabilize HCS 2.4, K1F lysis inhibition -0.6%, Ins promoter up 1, Dynein cargo inh 1.2, P. falciparum M1AAP 1%, ER stress rescue 5.8%, M17LAP inhibition 15%, b-catenin transl -1.0, Autophagy HCS inactive, Dynein cargo inh cytoplasmic EGFP -0.24, Dynein cargo inh nuclear GR-EGFP 1, Dynein cargo inh cell count -0.14, Ins promoter up cell count 893, b-catenin transl cell count 5 µM 959, MT stabilize HCS Hoechst-high % 1.1, MT stabilize HCS cytotoxicity % 5.0 and Autophagy HCS cell loss 18 h 27.
CC(C)CCSc1nnc(Cn2c(=O)sc3ccccc32)n1C was read as MT stabilize HCS 3.4, K1F lysis inhibition 6.2%, Ins promoter up -0.36, Dynein cargo inh -1.3, P. falciparum M1AAP 6%, ER stress rescue -2.0%, M17LAP inhibition 5%, b-catenin transl -3.0, Autophagy HCS inactive, Dynein cargo inh cytoplasmic EGFP -0.21, Dynein cargo inh nuclear GR-EGFP -0.34, Dynein cargo inh cell count 0.84, Ins promoter up cell count 1204, b-catenin transl cell count 5 µM 1252, MT stabilize HCS Hoechst-high % 3.0, MT stabilize HCS cytotoxicity % 9.7 and Autophagy HCS cell loss 18 h -16.
`COC(=O)C1=C(C)NC(C)=C(C(=O)OC)C1c1cn(-c2ccccc2)nc1-c1ccco1` gave MT stabilize HCS 3.3, K1F lysis inhibition -0.1%, Ins promoter up -0.26, Dynein cargo inh -1, P. falciparum M1AAP 13%, ER stress rescue -0.6%, M17LAP inhibition 8%, b-catenin transl 0.4, Autophagy HCS inactive, Dynein cargo inh cytoplasmic EGFP -0.29, Dynein cargo inh nuclear GR-EGFP -0.3, Dynein cargo inh cell count 0.56, Ins promoter up cell count 1302, b-catenin transl cell count 5 µM 990, MT stabilize HCS Hoechst-high % 1.4, MT stabilize HCS cytotoxicity % 9.8 and Autophagy HCS cell loss 18 h -10.
Screening CCN(CC)S(=O)(=O)c1cc(NC(=O)COC(=O)CCC(=O)c2cccs2)ccc1C returned MT stabilize HCS 1.8, K1F lysis inhibition 6.2%, Ins promoter up -0.13, Dynein cargo inh -0.26, P. falciparum M1AAP -2%, ER stress rescue -0.3%, M17LAP inhibition -5%, b-catenin transl 0.6, Autophagy HCS inactive, Dynein cargo inh cytoplasmic EGFP -0.19, Dynein cargo inh nuclear GR-EGFP -0.00093, Dynein cargo inh cell count 0.64, Ins promoter up cell count 1243, b-catenin transl cell count 5 µM 1119, MT stabilize HCS Hoechst-high % 1.6, MT stabilize HCS cytotoxicity % 0.6 and Autophagy HCS cell loss 18 h -30.

Assay outcomes (PubChem)
